Bioassay records as filed in PubChem.
Nrf2 block: Nrf2 pathway inhibition; Potency, µM (highest dose often 46 µM), for the others: at the highest dose activity change, negative = inhibition, usual class: inhibitors; AID 504444; 2.1% of 360,000 active; A549 ARE-Fluc reporter, luciferase luminescence, 18-24 h; also: potency is read from the fitted curve at half-maximal effect; % is scaled to controls: 0 for no effect and ±100 for the full control effect; nearly all actives have a fitted effect of over 60% in size
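In this cell-based qHTS, ARE-driven firefly luciferase in A549 cells reports Nrf2 activity; the luminescent signal after BugLite lysis is the measured value, with a prior CellTiter-Fluor read for cell health.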
CCT modulator: changes cytosolic chaperonin activity. 0.3% of 360,000 active. purified chaperonin ATPase assay, HTRF ADP detection, 30 min. activity change, % (concentration not given with the values), hits read low; in the data active = activity change below about -30%; also: % is scaled to controls: 0 for no effect and ±100 for the full control effect
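TRiC (40 or 20 nM final, by batch activity) in 30 mM Tris pH 7.4, 100 mM KCl, 5 mM MgCl2, 1 mM DTT was treated with compound at 76 uM single dose, then 10 uM ATP, 30 min at 37 °C. ADP was read by HTRF Transcreener.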
TGFb inhibitor: blocks TGF-b signaling | HepG2 CAGA-GFP TGF-b/SMAD3 reporter, GFP fluorescence, 18 h; TGF-beta stimulated, 500 pg/mL final | Potency, µM (doses to about 46.1 µM), for the others: top-dose activity, negative = inhibition, hits mostly inhibitors | 1.2% of 410,000 active; also: potency is read from the fitted curve at half-maximal effect; % is scaled to controls: 0 for no effect and ±100 for the full control effect; nearly all actives have a fitted effect of over 65% in size
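HEPG2 CAGA-GFP cells (1000/well, DMEM with 1% FBS) were pre-incubated 2 h at 37 degrees C, given compound by pin tool, then stimulated with TGF-beta at 500 pg/mL final for 18 h before per-cell GFP fluorescence imaging.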
EPAC2 agonist: agonists of human EPAC2 (RAPGEF4); Potency, µM (series often up to 154 µM), without a hit: at the top dose activation, hits mostly activators; EPAC2 activation, biochemical qHTS; response scale: 100% = 6.5 mM cAMP response; AID 720711; 0.079% of 360,000 active; also: potency is read from the fitted curve at half-maximal effect; nearly all actives have a fitted effect of over 50% in size
Target sequence (Q8WZA2 whole entry, looked up): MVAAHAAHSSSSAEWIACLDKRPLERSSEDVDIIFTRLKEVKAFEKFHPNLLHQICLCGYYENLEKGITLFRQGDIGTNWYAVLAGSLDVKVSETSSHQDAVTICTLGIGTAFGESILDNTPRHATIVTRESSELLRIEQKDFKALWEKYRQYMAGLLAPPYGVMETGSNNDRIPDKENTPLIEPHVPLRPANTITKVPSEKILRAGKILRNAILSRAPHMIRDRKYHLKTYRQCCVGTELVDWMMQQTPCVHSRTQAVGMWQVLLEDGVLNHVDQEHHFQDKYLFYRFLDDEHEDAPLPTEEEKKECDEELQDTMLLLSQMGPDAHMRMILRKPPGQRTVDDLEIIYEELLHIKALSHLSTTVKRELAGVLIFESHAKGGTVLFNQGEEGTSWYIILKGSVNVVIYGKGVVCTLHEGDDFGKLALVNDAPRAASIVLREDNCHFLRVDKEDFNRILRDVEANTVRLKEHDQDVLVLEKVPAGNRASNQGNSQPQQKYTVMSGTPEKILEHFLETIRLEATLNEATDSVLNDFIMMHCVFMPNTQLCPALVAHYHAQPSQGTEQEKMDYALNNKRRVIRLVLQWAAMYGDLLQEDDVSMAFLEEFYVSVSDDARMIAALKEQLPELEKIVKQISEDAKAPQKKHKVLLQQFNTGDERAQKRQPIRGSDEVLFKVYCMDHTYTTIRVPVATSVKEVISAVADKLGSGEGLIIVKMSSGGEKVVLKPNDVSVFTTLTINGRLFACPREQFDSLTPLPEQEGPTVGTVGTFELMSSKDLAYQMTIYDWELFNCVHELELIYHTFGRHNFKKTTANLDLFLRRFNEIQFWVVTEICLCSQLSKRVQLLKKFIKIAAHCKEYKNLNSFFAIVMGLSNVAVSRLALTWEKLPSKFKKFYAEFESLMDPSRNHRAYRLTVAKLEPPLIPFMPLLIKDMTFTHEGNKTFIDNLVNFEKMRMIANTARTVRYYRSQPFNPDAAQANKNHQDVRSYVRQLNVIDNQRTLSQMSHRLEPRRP
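Compounds were titrated in qHTS against a Rap1B-BODIPY-GDP (250 nM) complex with EPAC2 (100 nM) and GDP (50 uM). BODIPY-GDP release tracked at 480/540 nm over 30 min at room temperature, normalized to 6.5 mM cAMP.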
A549 tox: kills or reduces viability of A549 cells in Nrf2 counter-screen; Potency, µM (titrated, usually from 46 µM), for inactives: at the highest dose activity change, negative = cytotoxicity, actives largely listed as inhibitors; 0.16% of 390,000 active; AID 504648; A549 ARE-Fluc cells, CellTiter-Fluor viability, 18-24 h; also: potency is read from the fitted curve at half-maximal effect; % is scaled to controls: 0 for no effect and ±100 for the full control effect
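Cytotoxicity counterscreen: CellTiter-Fluor fluorescence was measured in A549 ARE_Fluc cells after 18-24 h of compound exposure in a concentration series. The subsequent BugLite luminescent read reports ARE-luciferase activity.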
Nrf2 ARE act: activators of Nrf2 (ARE) signaling; AREc32 ARE-luciferase reporter (MCF7-derived line), luminescence, 24 h; Potency, µM (series often up to 46.1 µM), for the others: at the top dose activation, hits mostly activators; 0.31% of 410,000 active; AID 624171; also: potency is read from the fitted curve at half-maximal effect; % of control where 0% means no effect; nearly all actives have a fitted effect of over 65% in size
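For detection, Steady-Glo was added and plates sat 30 min at RT; before that, AREc32_Fluc cells grown overnight in OPTI-MEM/5% FBS had been treated with 23 nL compound for 24 hr at 37 deg C.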
MmCpn inh: M. maripaludis TRiC chaperonin inhibition. purified Mm-Cpn ATPase, ADP Transcreener TR-FRET. Potency, µM (top dose mostly 76.9 µM), for the others: at the highest dose activity, negative = inhibition, usual class: inhibitors. 0.031% of 330,000 active; also: potency is read from the fitted curve at half-maximal effect; % is scaled to controls: 0 for no effect and ±100 for the full control effect; nearly all actives have a fitted effect of over 80% in size
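Quantitative HTS used 25 nM Mm-CPN and 10 uM ATP in magnesium/KCl Tris buffer, pH 7.4, with 1 mM DTT. Hydrolysis ran 30 min at 37°C; ADP was read by HTRF.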
Akt phos inh: Akt phosphorylation inhibition; activity change, % for hits at 50 µM; 0.32% of 360,000 active; AID 651550; Neuro2A IGF-stimulated pAkt S473 HTRF, 20 min; active compounds read low; in the data active = activity change below about -80%; inconclusive = mostly about -51% to -80%; also: % is scaled to controls: 0 for no effect and ±100 for the full control effect
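Neuro2A cells in DMEM with 0.5% FBS, overnight at 37 deg C, given compound at single 50 µM final, then IGF (6 nM final) for 20 min at 37 deg C. Lysed; phospho-Akt Ser473 by HTRF after 24 h, 665/615 ratio.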
EPAC2 antag: EPAC2 (human) antagonism; Q8WZA2; EPAC2 GEF exchange of Rap1B-BODIPY-GDP, fluorescence; Potency, µM (doses to about 114 µM), for inactives: top-dose activity, negative = inhibition, actives largely listed as inhibitors; 0.18% of 360,000 active; AID 720708; also: potency is read from the fitted curve at half-maximal effect; % is scaled to controls: 0 for no effect and ±100 for the full control effect; nearly all actives have a fitted effect of over 45% in size; many of its hits are not listed in these tables
An asterisk follows results filed as active; i = inactive; ? = inconclusive; . = not tested or not shown; [ ] = another dose, or the depositor's remark. Unless noted, calls follow the shape of the dose curve; as a rule, active = well fitted curve in the direction sought with a large enough effect; inconclusive = small, poorly fitted or top-dose-only effect, or another doubt; inactive = no such curve, though single readings can be large; an effect the other way counts as inactive or inconclusive.

SMILES	Nrf2 block	CCT modulator	TGFb inhibitor	EPAC2 agonist	A549 tox	Nrf2 ARE act	MmCpn inh	Akt phos inh	EPAC2 antag
CC(C)Sc1nc2ncnc(N)c2[nH]1	1.3%	-1.8	2.0%	12.2%	-1.1%	3.6%	-7.8%	i	-0.5%
O=C(O)CNc1ccccc1C(=O)O	2.2%	-2.1	-7.7%	5.7%	-4.0%	2.8%	-0.9%	i	12.6%
COc1ccc(OC)c(S(=O)(=O)N(C)CC(=O)Nc2ccc3c(c2)OCO3)c1	10.7%	-1.6	-2.3%	-0.7%	-3.3%	0.4%	0.8%	i	3.3%
O=C(N/N=C/c1cccc(O)c1)N/N=C/c1cccc(O)c1	13.0%	-0.3	?	3.8%	8.2%	7.1%	0.0%	i	10.0%
CC1(C)CC(=O)C2=C(C1)OC1=C(C(=O)CC(C)(C)C1)C2c1cc([N+](=O)[O-])cc([N+](=O)[O-])c1O	?	0.9	-7.4%	3.0%	?	3.7%	0.6%	i	-14.8%
Cc1ccc(-c2oc3ncnc(N)c3c2-c2ccc(C)cc2)cc1	?	-2.3	-17.9%	2.4%	13.6%	-0.1%	-0.5%	i	-7.7%
COc1ccc(NC(=O)C(NC(=O)c2ccc(=O)[nH]c2)c2ccc(C)cc2)cc1 (stereo not given)	-14.7%	-1.7	-0.5%	14.4%	-3.1%	-1.7%	2.1%	i	-3.1%
CCC(C)OC(=O)n1ccc(C(=O)Nc2nccs2)n1 (stereo not given)	0.2%	-1.5	-23.4%	10.2%	-1.8%	11.7%	0.5%	i	4.3%
C/C(=N\NC(=O)C(N)=O)c1ccc(NC(=O)c2cccs2)cc1	?	-0.3	-19.3%	11.0%	2.4%	3.9%	-3.4%	i	1.4%
COc1ccc(N2CCN(C(=O)c3cc4c(=O)n(Cc5ccco5)ccc4nc3C)CC2)cc1	8.7%	.	?	.	4.0%	4.1%	.	.	.
O=C(CSc1ncn[nH]1)N1CCN(S(=O)(=O)c2ccc(Cl)cc2)CC1	-20.8%	-1.4	-1.1%	-1.9%	-12.1%	-0.7%	0.8%	i	5.5%
Brc1cnc(OCc2ccccc2)nc1OCc1ccccc1	?	1.9	-7.0%	7.4%	2.9%	0.1%	.	i	-17.9%
CCOc1ccccc1/C=C(/NC(=O)c1ccccc1)C(=O)NC(C)c1ccccc1 (stereo not given)	1.4%	-2.0	-27.0%	1.5%	5.6%	-0.1%	1.1%	i	1.9%
C=CCNC(=S)/C(=C(\[O-])c1ccc(Cl)cc1)[n+]1ccccc1	-15.6%	2.5	?	5.6%	4.4%	2.5%	-0.5%	i	-25.5%
CCCCCCCNC(=O)C1(CC2CC(c3ccc(Cl)cc3)=NO2)CCNCC1 (stereo not given)	23.4%	-1.8	?	-12.2%	?	-4.0%	2.1%	i	11.2%
COc1ccc(C(C)(C)C)cc1NC(=O)CNc1cccc2ccccc12	?	-0.2	?	-1.6%	-10.6%	5.1%	-2.7%	i	-28.2%
CC[C@]12C(=O)N(C)C[C@H]([C@@H]3C(=O)N(C)C(=O)[C@@H]31)N2C(=O)c1ccc(Cl)cc1	2.0%	0.4	-0.3%	6.9%	-1.5%	0.4%	.	i	0.7%
CN(C)CC(C)(C)NS(=O)(=O)c1ccc(Cl)cc1	-3.6%	0.4	0.3%	5.2%	6.1%	0.7%	1.6%	i	1.1%
CC(C)CNC(=O)c1ccccc1Oc1ccccc1	.	-1.2	14.5%	15.2%	0.9%	-0.4%	0.9%	i	0.3%
CCN(CC)P(=O)(Nc1ccc(SC(F)F)cc1)c1ccc(N(C)C)cc1NC(=O)c1ccco1 (stereo not given)	?	-0.2	7.7%	5.0%	-9.6%	5.4%	-25.9%	i	-4.9%
COc1ccc(-c2cc(-c3ccc(O)cc3)nc(N)c2C#N)cc1OC	31.1%	-1.5	?	-1.6%	2.4%	4.1%	1.8%	i	4.2%
CC(O)(c1cccc(F)c1)c1nc(-c2cccc(C(F)(F)F)c2)cs1 (stereo not given)	.	-2.4	?	15.6%	.	-0.5%	.	i	-23.3%
CCOc1cc(C2C3=C(CC(C)(C)CC3=O)Nc3n[nH]c(C)c32)ccc1O (stereo not given)	5.7%	1.5	-1.5%	3.9%	0.1%	-0.3%[9.22 µM]	0.0%	i	8.0%
COc1cc(OC)cc(C(=O)NCCCN2CCN(CCCNC(=O)c3cc(OC)cc(OC)c3)CC2)c1	?	-0.2	11.6%	1.9%	-11.5%	-0.6%	1.1%	i	12.2%
Cc1cc(C)c(OCCN2CCOCC2)c(Cl)c1	11.8%	2.0	7.8%	-0.7%	22.2%	2.9%	0.8%	i	0.6%
Cc1nn2cnnc2c(C)c1Cc1ccc(Cl)cc1	-0.3%	1.0	-2.9%	7.0%	2.7%	0.5%	0.5%	i	-5.8%
C[C@]12CCC(O)CC1=CCC1C2CC[C@]2(C)/C(=N\NC(N)=S)CCC12 (stereo not given in full)	?	-0.4	6.8%	-0.2%	-0.5%	0.2%	0.1%	i	8.1%
CCCCCCn1c(SCCCC)nc2c1c(=O)[nH]c(=O)n2C	-8.8%	-0.3	9.5%	-12.2%	-3.6%	-1.1%	0.2%	i	0.6%
CC(NC(=S)NC(=O)c1ccccc1)c1ccccc1 (stereo not given)	7.4%	-1.3	5.4%	24.7%	?	2.3%	.	i	-3.8%
COc1ccc(N2CCN(C(=O)c3cc4c(s3)-c3c(C)cccc3OC4)CC2)cc1	7.7%	.	1.8%	.	7.8%	-0.3%	.	.	.
Cc1cc(C)c(NC(=O)c2ccc(CN3CCc4ccccc4C3)cc2)c(C)c1	23.1µM*	-6.0	?	-10.6%	?	2.6%	-0.7%	i	-0.4%[57.1 µM]
COc1cc2c(c(OC)c1OC)-c1c(cc3c(c1O)OCO3)C[C@@H](C)[C@@H](C)C2	3.5%	-1.2	?	14.0%	-12.4%	0.4%	0.1%	i	?
COc1ccccc1CCc1nnc(CCC(=O)NC(C)Cc2cccs2)o1 (stereo not given)	28.5%	0.4	14.0%	14.1%	-3.5%	-0.4%	0.4%	i	0.1%
O=C(COc1ccc(Cl)cc1)Nc1ccc(Cl)cn1	?	-4.8	-7.5%	-15.2%[15.6 µM]	-1.2%	2.2%	1.3%	.	6.3%
CCc1nnc(NS(=O)(=O)c2ccc(NC(=O)c3cccc(OC(F)(F)C(F)F)c3)cc2)s1	1.2%	0.5	0.0%	0.0%	0.0%	0.2%	.	i	-12.7%
Cc1cccc2c(CC(=O)O)noc12	11.4%	2.0	-4.9%	3.4%	11.6%	-0.1%	1.6%	i	-14.1%
CC(C)CC(=O)N1CCN(Cc2ccc(Cl)cc2)CC1	1.1%	3.7	-15.3%	-3.1%	1.5%	-0.5%	0.3%	i	-16.2%
Cc1ccc(S(=O)(=O)N2CCOCC2)cc1C(=O)Nc1ccc(N2CCCCCC2)cc1	20.6µM*	-1.4	?	6.0%	-20.3%	3.6%	-3.0%	i	-3.9%
Cc1cc(C(=O)NC2CCCCCCC2)ccc1[N+](=O)[O-]	302.4%	-0.2	4.9%	6.0%	-5.2%	0.1%	.	i	4.4%
CCOC(=O)CCCc1ccc(/C(C)=N/NC(N)=S)cc1	-16.8%	1.7	-0.9%	7.8%	1.2%	11.0%	-0.2%	i	-1.6%
CCCN(CCC)C(=O)CSc1nc2n[nH]c(C)c2c(=N)n1-c1ccc(OC)cc1	18.4µM*	-2.3	-9.1%	7.2%	?	-0.7%	0.9%	i	0.6%
CCOc1ccc2[nH]c3c(=O)n(CCC4=CCCCC4)cnc3c2c1	0.9%	-1.5	5.1%	-4.0%	-2.0%	3.4%	-1.7%	i	-8.2%
O=C(O)C1(C(=O)O)CCC2(CCCCC2)CC1	.	-8.0	7.0%	0.7%	.	-0.1%	.	i	2.0%
O=C(Nc1ccc(C(F)(F)F)cc1)c1cc(S(=O)(=O)NCC2COc3ccccc3O2)ccc1F (stereo not given)	?	1.6	-1.4%	-0.2%	-9.7%	0.6%	0.5%	i	-1.8%
COC(=O)[C@]1(Cc2ccccc2)N[C@H](CN(C)S(=O)(=O)c2ccc(OC(F)(F)F)cc2)[C@@H]2C(=O)N(C)C(=O)[C@@H]21	-14.7%	-0.9	3.5%	-6.5%	2.6%	3.6%	0.4%	i	7.8%
COc1ccccc1NC(=O)COC(=O)c1cnccn1	-13.6%	0.2	-19.4%	1.3%	-6.0%	0.1%	-0.6%	i	0.4%
CCc1noc(-c2ccc(N3CCCCC3C)c([N+](=O)[O-])c2)n1 (stereo not given)	?	.	-26.4%	.	-2.2%	6.4%	.	.	.
CCOC(=O)c1cnc2ccccc2c1Nc1ccc(C(=O)O)cc1	-15.7%	-0.3	19.3%	2.4%	-1.8%	-0.9%	-2.0%	i	19.6%
COc1ccc(/C=C/C(=O)Nc2ccccc2C(N)=O)cc1S(=O)(=O)N1CCOCC1	-26.9%	-2.0	-8.8%	1.3%	3.5%	-0.6%	-2.7%	i	-0.8%
O=C(NCc1ccccc1)C1c2ccccc2OCC(=O)N1Cc1cccnc1 (stereo not given)	.	0.7	.	5.1%	.	-0.5%	.	i	0.6%
CCn1cc2nc(SCc3ccc(F)cc3)n(Cc3ccc(Cl)cc3)c(=O)c2n1	?	.	-16.2%	.	4.4%	-0.9%	.	.	.
CNc1ccc(Br)cc(C(=O)/C=C/c2ccc(Cl)cc2Cl)c1=O	?	-1.0	?	17.4%	20.6µM*	8.91µM*	0.1%	i	-2.0%
C[C@@H]1CNC(=O)c2c(C(=O)NCc3ccc(CNC(=O)OC(C)(C)C)cc3)ncn21	.	-0.2	0.6%	-0.5%	.	0.1%	.	i	7.4%

Some of the compounds tested; the hit share may differ from the screen's.
